# GLP1R ag = activates the human GLP-1 receptor | 380,000 tested, 0.007% active | HEK293 GLP-1R CRE-luciferase, luminescence, 4-6 h; cells express a hypersensitive GLP-1R form | P43220 | Potency, µM (series often up to 45.6 µM), for inactives: at the top dose activation, hits mostly activators | AID 624172; also: potency is read from the fitted curve at half-maximal effect; % of control where 0% means no effect
# Target sequence (P43220 whole entry, looked up): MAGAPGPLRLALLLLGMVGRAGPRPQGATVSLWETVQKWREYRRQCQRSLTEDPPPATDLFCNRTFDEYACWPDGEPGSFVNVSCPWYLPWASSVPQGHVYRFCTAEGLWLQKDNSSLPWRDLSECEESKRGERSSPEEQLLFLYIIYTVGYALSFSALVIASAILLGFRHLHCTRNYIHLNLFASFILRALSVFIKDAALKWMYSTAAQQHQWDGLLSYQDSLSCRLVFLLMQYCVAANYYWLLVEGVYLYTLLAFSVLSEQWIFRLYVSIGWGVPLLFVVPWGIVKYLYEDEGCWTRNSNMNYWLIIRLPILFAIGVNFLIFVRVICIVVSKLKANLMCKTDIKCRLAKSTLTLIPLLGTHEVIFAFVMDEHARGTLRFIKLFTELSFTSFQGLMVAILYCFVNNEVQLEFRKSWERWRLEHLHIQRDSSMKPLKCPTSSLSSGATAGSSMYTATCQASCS
# Abeta rescue = restores growth of yeast expressing A-beta42 peptide; yeast expressing A-beta42, growth rescue, OD600, 48 h; response scale: 0% DMSO, 100% iron-clioquinol control; Potency, µM (doses to about 46.1 µM), without a hit: at the top dose growth rescue, actives largely listed as activators; 410,000 tested, 0.063% active; AID 1347071; also: potency is read from the fitted curve at half-maximal effect; nearly all actives have a fitted effect of over 55% in size
#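 Yeast growth medium received pinned compounds, then yeast cells expressing toxic A-beta were added; plates incubated at 30 C for 48 hr. Growth read as absorbance at 600 nm, normalized to DMSO and equimolar FeCl3 plus clioquinol controls.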
# aSyn rescue = inhibitors of alpha-synuclein toxicity in yeast; Potency, µM (top dose mostly 46.1 µM), inactives show top-dose growth rescue (activation), usual class: activators; Yeast expressing alpha-synuclein, growth rescue, BacTiter-Glo, 24 h; 370,000 tested, 0.14% active; also: potency is read from the fitted curve at half-maximal effect; % of control where 0% means no effect; nearly all actives have a fitted effect of over 65% in size
#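 Rescue of yeast growth: cells expressing toxic alpha-synuclein, induced in galactose at OD600 0.02, incubated with compound 24 h at 30 C. ATP luminescence quantified growth; inhibitors of toxicity appear as activators.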
# pAkt inh = blocks phosphorylation of Akt. 360,000 tested, 0.32% active. AID 651550. Neuro2A IGF-stimulated pAkt S473 HTRF, 20 min; active compounds read low. activity change, % for hits at 50 µM; in the data active = activity change below about -80%; inconclusive = mostly about -51% to -80%; also: % is scaled to controls: 0 for no effect and ±100 for the full control effect
#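 Neuro2A cells in DMEM with 0.5% FBS, overnight at 37 deg C, given compound at single 50 µM final, then IGF (6 nM final) for 20 min at 37 deg C. Lysed; phospho-Akt Ser473 by HTRF after 24 h, 665/615 ratio.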
# FUS yeast rescue = suppressors of FUS proteinopathy in yeast. S. cerevisiae FUS-expressing, growth rescue, OD600, 24 h. Potency, µM (doses to about 76.6 µM), for the others: top-dose growth rescue (activation), hits mostly activators. AID 1347120. 390,000 tested, 0.24% active;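 also: potency is read from the fitted curve at half-maximal effect; plate controls were DMSO vehicle for no effect and reference control for full effect; nearly all actives have a fitted effect of over 55% in size; some results filed as inactive show a strong effect at the top dose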
#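 Yeast expressing FUS under galactose induction, OD 0.005 in 2% galactose medium; compounds in a dilution series, 24 h at 30C. Growth rescue by absorbance at 600 nm; CP55940 positive control, DMSO negative.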
# PTHR1 ag = PTHR1 (human) receptor agonism. Q03431. HEK293 GP2 PTHR1 cells, GloSensor cAMP luminescence, 1 h. Potency, µM (doses to about 115 µM), for inactives: top-dose activation, usual class: activators. 410,000 tested, 0.075% active; also: potency is read from the fitted curve at half-maximal effect; nearly all actives have a fitted effect of over 55% in size; some results filed as inactive show a strong effect at the top dose; inactives centre near -15; many of its hits are not listed in these tables
# Target sequence (Q03431 whole entry, looked up): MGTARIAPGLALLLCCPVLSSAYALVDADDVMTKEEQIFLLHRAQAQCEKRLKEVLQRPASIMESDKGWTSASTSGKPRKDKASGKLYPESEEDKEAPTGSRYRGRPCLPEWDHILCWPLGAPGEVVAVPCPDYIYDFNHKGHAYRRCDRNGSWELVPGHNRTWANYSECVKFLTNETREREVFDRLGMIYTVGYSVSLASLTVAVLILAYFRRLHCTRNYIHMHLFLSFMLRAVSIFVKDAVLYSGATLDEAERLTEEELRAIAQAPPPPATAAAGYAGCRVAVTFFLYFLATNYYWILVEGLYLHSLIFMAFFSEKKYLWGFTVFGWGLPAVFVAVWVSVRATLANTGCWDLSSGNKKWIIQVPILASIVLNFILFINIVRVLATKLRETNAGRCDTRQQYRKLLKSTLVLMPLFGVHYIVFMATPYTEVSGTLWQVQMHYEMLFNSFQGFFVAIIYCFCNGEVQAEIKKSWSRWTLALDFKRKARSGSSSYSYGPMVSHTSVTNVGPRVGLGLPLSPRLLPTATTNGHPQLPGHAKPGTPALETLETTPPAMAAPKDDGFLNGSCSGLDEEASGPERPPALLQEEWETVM
#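 HEK-293-derived GP2 cells expressing PTHR1 and a GloSensor cAMP reporter, 3,000/well, plated overnight, given luciferin plus IBMX (each 0.5 mM as added) for 1 h at 37 °C, then compound for 1 h at 37 °C. Luminescence was read after 15 min at room temperature.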
# D3 antag = D3 dopamine receptor (human) antagonism. P35462. D3R cells, DiscoveRx beta-arrestin luminescence, antagonist mode; active compounds read low. max response, negative = inhibition, %. 360,000 tested, 2.5% active; in the data active = max response below about -50%; inconclusive = no clear call, values can overlap the other calls; also: % is scaled to controls: 0 for no effect and ±100 for the full control effect; mostly tested at two doses, the higher about 12 µM
#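 Cells plated overnight at 1500 cells/well, then exposed to library compounds with dopamine controls for 90 minutes at 37 degrees C. DiscoveRx reagent added for 30–60 minutes at room temperature; luminescence read, quantitative HTS format.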
# GLP-1R inv ag = inverse agonists of human GLP-1 receptor | P43220 | HEK293 GLP-1R CRE-luciferase, luminescence, 24 h; GLP-1R form is constitutively active | Potency, µM (doses to about 38.3 µM), inactives show at the top dose activity change, negative = inhibition, hits mostly inhibitors | 410,000 tested, 1.6% active | AID 624417; also: potency is read from the fitted curve at half-maximal effect; % is scaled to controls: 0 for no effect and ±100 for the full control effect; nearly all actives have a fitted effect of over 55% in size
#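 GLP-1R inverse agonism mode: basal reporter luminescence in engineered HEK293 cells measured after one day of compound exposure at 37 deg C, with a 12 min room-temperature detection step.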
# TDP43 rescue = TDP-43 toxicity inhibition in yeast; AID 652104; Potency, µM (highest dose often 46.1 µM), for the others: at the highest dose growth rescue (activation), actives largely listed as activators; 410,000 tested, 1.8% active; TDP-43 expressing yeast growth rescue, BacTiter-Glo, 24 h; also: potency is read from the fitted curve at half-maximal effect; % of control where 0% means no effect; nearly all actives have a fitted effect of over 50% in size
#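 Yeast expressing TDP-43 (pregrown in raffinose, seeded at OD600=0.02 in galactose medium) exposed to compounds 24 hr at 30 deg C. Growth read by BacTiter-Glo luminescence; rescue of toxicity appears as increased signal.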
# * hit, by the source's call; i = inactive; u = inconclusive; x = not tested or not shown; & = joins results of further samples; [ ] = dose if it differs, or a comment. Unless noted, calls follow the shape of the dose curve; as a rule, active = well fitted curve in the direction sought with a large enough effect; inconclusive = small, poorly fitted or top-dose-only effect, or another doubt; inactive = no such curve, though single readings can be large; an effect the other way counts as inactive or inconclusive. The list is partial. The share of hits here may be higher or lower than overall.
SMILES,GLP1R ag,Abeta rescue,aSyn rescue,pAkt inh,FUS yeast rescue,PTHR1 ag,D3 antag,GLP-1R inv ag,TDP43 rescue
O=C(NCCO)Nc1ccc(Cl)cc1,2%,-3%,-3%,i,3%,i,-13,17%,-20%
COc1ccc2cc(CO)n(C)c2c1,14%,-10%,-1%,i,3%,-20%,u,-11%,3%
O=C(NC1CCCC1)C(c1cccs1)N(C(=O)c1ccco1)c1ccc2c(c1)OCO2 (stereo unspecified),-5%,-4%,-1%,i,7%,-23%,-10,u,-17%
Cn1c(=O)c2cc3c(nc2n(C)c1=O)CC(c1ccccc1)CC3=O (stereo unspecified),-5%,-7%,9%,i,13%,-6%,-6,-1%,23%
CC12CN3CC(C)(CN(C1)C3c1ccc(Br)cc1O)C2 (stereo unspecified),-15%,6%,-1%,i,-19%,-8%,u,-8%,-9%
O=C(NC1CCCCC1)C1CCCN(S(=O)(=O)c2cccc3cccnc23)C1 (stereo unspecified),11%,10%,0%,i,11%,i,-21,-23%,14%
CCCCNCCCOc1ccc(C)cc1Br,-8%,-5%,-4%,i,-18%,u,-67*,u,-30%
CCOc1ccc(-n2cnnn2)cc1S(=O)(=O)NCc1ccccc1,11%,10%,-8%,x,10%,-20%[57.5 µM],-28,-6%,-22%
COc1ccc(NC(=O)C2C(=O)N(CCO)C3(C)CC2c2ccccc2O3)cc1 (stereo unspecified),2%,10%,0%,i,2%,-1%[57.5 µM],0,1%,2%
C=C(C)C1CC=C(C)/C(=N/NC(=O)C2CC2c2ccccc2)C1 (stereo unspecified),3%,13%,-2%,i,-5%,i,-3,-7%,-11%
O=C(N/N=C/c1ccccc1)c1cc(=O)[nH]c2ccccc12,14%,7%,-5%,i,x,-17%,-1,23%,-3%
CCOc1cc2[nH]c(=S)n(C3CCN(Cc4ccccc4)CC3)c(=O)c2cc1OCC,-4%,-14%,-7%,i,0%,i,1,-4%,x
Cc1ccccc1N1CCN(C(=O)c2ccccc2NC(=O)C2CC=CCC2C(=O)O)CC1 (stereo unspecified),-5%,-3%,1%,i,9%,i,17,2%,1%
Cc1c(C(=O)OCC(=O)Nc2ccc(N3CCOCC3)cc2)oc2ccccc12,1%,-7%,-6%,i,9%,-4%,-18,-3%,11%
Cc1c(C(=O)OC2CCCC2)[nH]c2c1C(=O)CC(c1ccc(Cl)cc1)C2 (stereo unspecified),x,-5%,x,x,-14%,-21%,x,3%,8%
CN1N=C(C(C)(C)C)CSC1=Nc1ccccc1,11%,10%,-2%,i,-22%,i,-1,1%,-7%
CC[C@@H]1CC2=C(C(=O)OC(C)(C)O2)[C@H](c2ccc(Cl)cc2)O1,-3%,22%,-5%,i,4%,i,27,-26%,27%
NC(=S)N1N=C(c2ccccc2)CC1=O,8%,4%,6%,i,x,i,u,36%,0%
COC(=O)c1c(-n2c(C)cc(C=O)c2C)sc2c1CCCC2,15%,-11%,-11%,i,20%,-16%[57.5 µM],16,-19%,6%
Cc1nn(Cc2ccccc2)c2c1C(c1ccc(Cl)cc1)C(C#N)=C(N)O2 (stereo unspecified),1%,-27%,-32%[inhibitor],i,19%,-23%[57.5 µM],-11,2%,-7%
CCC(c1nnnn1C(C)(C)C)N1CCN(Cc2ccccc2OC)CC1 (stereo unspecified),-2%,-4%,-9%,i,0%,-66%[inhibitor],0,21%,-4%
CC(OC(=O)CCOc1ccccc1)C(=O)Nc1ccc(Cl)cn1 (stereo unspecified),-3%,-14%,13%,i,3%,-58%[inhibitor],1,-26%,u
CCS(=O)(=O)N1CCc2cc(C(=O)Nc3ccc(OC)cc3OC)ccc21,x,-24%,x,x,24%,i,x,1%,-5%
CCOc1ccc(C(=O)OCC(=O)N2CC(C)OC(C)C2)cc1OCC (stereo unspecified),13%,10%,0%,i,-4%,i,10,4%,-5%
O=C(CC1CC2CCC1C2)N1CCN(S(=O)(=O)c2ccccc2F)CC1 (stereo unspecified),1%,5%,0%,i,x,-2%,-6,-21%,u
COCCn1c(C)cc(C(=O)COC(=O)/C=C/c2cccc(OC)c2)c1C,2%,-8%,1%,i,16%,-38%[inhibitor],1,-7%[7.66 µM],20%[9.22 µM]
COC(=O)c1nn(-c2ccccc2)c(Sc2ccc(Br)cc2)c1/C=N/O,12%,2%,7%,x,-23%,-1%[57.5 µM],-8,u,-2%
COc1ccccc1-c1c(C)nn2c(N3CCN(c4cccc(Cl)c4)CC3)cc(C)nc12,x,15%,x,x,7%,-25%,x,2%,19%
CC1(C(=O)NCCCN2CCOCC2)Oc2cccnc2NC1=O (stereo unspecified),2%,8%,0%,i,-10%,-5%,2,8%,22%[9.22 µM]
CC(=O)C1=C(O)C(=O)N(Cc2ccco2)C1c1ccc2c(c1)OCO2 (stereo unspecified),2%,-4%,0%,x,34%,27%[57.5 µM],-28,-5%,-4%
COc1ccc(CN2CCC(n3nccc3NC(=O)CCOc3ccccc3)CC2)cc1C,-1%,-12%,1%,i,7%,i,-15,u,-10%
COc1ccccc1CNC(=O)C(=O)c1cn(CC(=O)N2CCCCC2)c2ccccc12,3%,-1%,4%,i,8%,i,-4,u,19%
CCCOc1ccc(F)cc1-c1cc(C(=O)Nc2ccc(OC)c(OC)c2)[nH]n1,-4%,-13%,1%,x,u,-9%,5,u,u
Cc1csc(CN(C)C(=O)C2CCC(=O)N(CCN(C)C)C2)n1 (stereo unspecified),-1%,-3%,3%,i,-19%,i,-1,5%,20%
COc1ccc(N(CC(=O)Nc2c(C)n(C)n(-c3ccccc3)c2=O)S(=O)(=O)c2ccccc2)cc1OC,0%,-10%,-5%,i,21%,i,-11,-16%,0%
CCCC(=O)Nc1c2c(nn1-c1ccccc1)CSC2,-8%,x,7%,i,-4%,i,20,13%,10%
CCC1CN(C(=O)NCc2cccc(OC)c2)c2cc(Cl)ccc2O1 (stereo unspecified),13%,14%&-1%,9%,i,6%&7%,-2%&-25%,13,11µM*,u
CC1(C)NC(=O)N(CC(O)COc2ccccc2C(=O)Nc2ccccc2)C1=O (stereo unspecified),-3%,-4%,x,x,-14%,-23%,37,6%,-2%
C[C@](N)(Cc1ccc(O)c(O)c1)C(=O)O,-3%&-3%,-20%,-7%&-1%&-3%,i,-14%,-8%,-4,13%,13%
O=C(c1cc(COc2cccc3cccnc23)on1)N1CCC[C@H]1CO,0%,2%,-5%,i,-11%,i,0,12%,19%
CCC(CC)c1nnc(NC(=O)C2CC(=O)N(CCc3ccc(F)cc3)C2)s1 (stereo unspecified),11%,12%,-2%,i,32%,-24%,7,-17%,-3%
Cc1cccc(OCC(=O)N2CCC(c3nc4ccccc4o3)CC2)c1C,x,6%,x,x,42%,-2%,x,u,19%
Cn1c(C(=O)N2CCCc3ccccc32)cc2sccc21,3%,-26%,-5%,x,28%,-5%[57.5 µM],-20,-10%,4%
O=C(Nc1nnc(CCS(=O)(=O)c2ccc(Br)cc2)s1)c1ccc([N+](=O)[O-])cc1,-6%,8%,1%,i,24%,i,20,5%,1%
Nc1ccc(S(=O)(=O)N2CCCc3ccccc32)cc1,-1%,4%,12%,i,-14%,-35%[inhibitor],-14,u,u
Cc1ccc(S(=O)(=O)N(C)C)cc1NS(=O)(=O)c1ccc(Cl)s1,1%,33%,-1%,i,24%,-34%[inhibitor],0,u,-11%
O=C(NNc1cc(Cl)cc(Cl)c1)C1CCC1,9%,4%,1%,i,-4%,-7%,11,5.6µM*,0%
CC(C)C(N)c1csc(Nc2ccc(S(C)(=O)=O)cc2)n1 (stereo unspecified),1%,-7%,-1%,i,-13%,0%,3,10%,11%

# Whole records from above. Values in the order: GLP1R ag, Abeta rescue, aSyn rescue, pAkt inh, FUS yeast rescue, PTHR1 ag, D3 antag, GLP-1R inv ag, TDP43 rescue
# O=C(NNc1cc(Cl)cc(Cl)c1)C1CCC1 is listed as 9%, 4%, 1%, i, -4%, -7%, 11, 5.6µM*, 0%
# O=C(c1cc(COc2cccc3cccnc23)on1)N1CCC[C@H]1CO is listed as 0%, 2%, -5%, i, -11%, i, 0, 12%, 19%
# Cc1cccc(OCC(=O)N2CCC(c3nc4ccccc4o3)CC2)c1C is listed as x, 6%, x, x, 42%, -2%, x, u, 19%

# New compounds follow.
SMILES,GLP1R ag,Abeta rescue,aSyn rescue,pAkt inh,FUS yeast rescue,PTHR1 ag,D3 antag,GLP-1R inv ag,TDP43 rescue
Cc1cc(C(=O)NNC(=O)Nc2ccccc2)no1,-1%,-6%,0%,i,-25%,-22%,4,0%,7%
Cc1cc(N2CCOCC2)nc(-c2ccc(Br)cc2)n1,3%,-1%,3%,i,x,i,1,0%,u
Cc1cnc(C(=O)Nc2cc(S(=O)(=O)N3CCOCC3)ccc2N2CCN(C)CC2)cn1,1%,17%,0%,i,x,i,0,0%,-2%
Cc1cc(C)c(C(N)=O)c(SCC(=O)c2ccc(Cl)cc2)n1,7%,5%,15%,i,-4%,i,-60*,u,5%
CCc1ccc(N2C(=O)c3ccc4c5c(ccc(c35)C2=O)CC4)cc1,-12%,-5%,6%,i,11%,i,-4,11%,5%
Cn1cccc1/C=N/n1c(-c2ccc(C(C)(C)C)cc2)n[nH]c1=S,13%,-20%,9%,i,31%,i,-17,u,u
CCOc1ccccc1NC(=O)NC1(C(=O)N2CCOCC2)CCCCC1,-4%,-3%,1%,i,20%,-16%,-8,4%,-19%
Fc1cccc(Cc2c(-c3cccc(Cl)c3)nc3c4ccccc4ccn23)c1,2%,-11%,17%,i,10%,-1%,-16,u,20%
COc1ccc(-n2nc3c(c2NC(=O)CC(C)C)CS(=O)C3)cc1 (stereo unspecified),-2%,-3%,-11%,i,5%,i,-8,5%,5%

# Screening results as filed in PubChem BioAssay.
